AMA1-RON2 inh = AMA1-RON2 (P. falciparum) interaction inhibition; AlphaScreen AMA1-biotinylated RON2 peptide binding; Potency, µM (doses to about 58.2 µM), without a hit: at the top dose activity change, negative = inhibition, hits mostly inhibitors; 360,000 tested, 0.2% active; AID 720542;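 also: 0% = vehicle wells and -100% = peptide control; nearly all actives have a fitted effect of over 45% in size; some results filed as inactive show a strong effect at the top dose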
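AMA1 (3D7) with his tag at 25 nM final met compounds first, then biotinylated RON2 peptide at 25 nM; detection used donor plus acceptor beads, 10 µg/mL apiece, read by AlphaScreen after 30 min at room temperature.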
TbPYK inhibitor = T. brucei pyruvate kinase inhibition; Q57TT1; 410,000 tested, 0.12% active; Potency, µM (series often up to 76.8 µM), for inactives: at the top dose activity, negative = inhibition, actives largely listed as inhibitors; AID 624173; TbPYK enzyme, Kinase-Glo Plus ATP luminescence, 45 min; also: nearly all actives have a fitted effect of over 50% in size
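Screened from lowest to highest concentration, compounds were pinned into TbPYK/substrate mixtures, and ADP (130 uM final) was added. Plates sat at room temperature for 45 min prior to Kinase-Glo Plus detection by luminescence.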
* marks the source's active call; other numbers are inactive results; ? = inconclusive; & = joins results of further samples; [ ] = another dose, or the depositor's remark. Calls follow the shape of the dose curve; as a rule, active = well fitted curve in the direction sought with a large enough effect; inconclusive = small, poorly fitted or top-dose-only effect, or another doubt; inactive = no such curve, though single readings can be large; an effect the other way counts as inactive or inconclusive. Unless noted, % is scaled to controls: 0 for no effect and ±100 for the full control effect; potency is read from the fitted curve at half-maximal effect.

Results follow in this order: AMA1-RON2 inh	TbPYK inhibitor
O=C(C1CCCO1)N1CCN(C(=O)C23CC4CC(CC(C4)C2)C3)CC1 (stereo not given)
    -7%	2%
Cc1cc(=O)c(C(=O)c2ccccc2)c(C)o1
    -2%	4%
CN(C(=O)c1cccc(NC(=O)Cc2ccc(NC(=O)C3CCN(C(=O)C4CC4)CC3)cc2)c1)C1CCC1
    -1%	-3%
Nc1c(Cl)cc2c(c1Br)Cc1ccccc1-2
    -10%	-2%
COc1ccc(S(=O)(=O)N2CCOCC2)cc1NC(=O)COc1ccc(C)cc1
    -2%	-1%
COc1ccc(NS(=O)(=O)c2ccc(O)c([N+](=O)[O-])c2)cc1S(=O)(=O)N1CCCCC1
    -6%	4%
CC(C)C1C(=O)N(Cc2cn(Cc3ccco3)nn2)CCS(=O)(=O)N1Cc1ccc(-c2ccc(F)nc2)cc1 (stereo not given)
    0%	-5%
O=C(CN1CCOCC1)NN=Cc1ccc([N+](=O)[O-])o1
    2%	1%
CC(=O)Nc1c(O)c2cccc3c2n(c1=O)CCC3
    -9%	2%
CC(C)(C)OC(=O)C[C@@H]1C/C=C\C[C@@H](CC(=O)N[C@@H](CO)Cc2ccccc2)C(=O)NCCOC1=O
    9%	6%
CCCNC(=O)C1(C)CCN(Cc2cccc(OC(=O)c3ccccc3)c2)C1 (stereo not given)
    -24%	-2%
O=C(N[C@@H](Cc1ccccc1)C(=O)N1CCN(S(=O)(=O)c2ccccc2F)CC1)c1ccco1
    4%	-5%
Cc1csc(SCC(=O)Nc2cc(C(N)=O)cc(C(N)=O)c2)n1
    -22%	-7%
COc1cc2c(cc1OC)[C@@H](NC(=O)CCC1CCCCC1)[C@H](O)C2
    -5%	3%
Cc1cc(C(=O)COC(=O)C2=COCCO2)c(C)n1-c1ccccc1
    0%	-8%
C=CC[C@H](CC(=O)N[C@H](CO)Cc1ccccc1)C(=O)N[C@H](COC(=O)[C@H](CC=C)CC(=O)OC(C)(C)C)Cc1c[nH]c2ccccc12
    -3%	0%
CCCCn1nc(C(=O)Nc2ccc3c(c2)OCO3)c2ccccc2c1=O
    ?	6%
CCN1C(=O)[C@@H]2[C@@H]3CN(S(=O)(=O)c4ccccc4C)[C@@H](c4ccc(Cl)cc4)[C@@H]3C(=O)C[C@@H]2C1=O
    -2%	5%
Cc1nc2sccn2c(=O)c1S(=O)(=O)NCC1CCN(Cc2ccc(Cl)cc2)CC1
    -2%	-8%
CSC1=Nc2sc3c(c2C2=NCCN12)CC(C)(C)OC3
    0%	-4%
CCNC(=O)N(C)C[C@H]1N[C@@](CC)(C(=O)OC)[C@H]2C(=O)N(Cc3ccccc3)C(=O)[C@@H]12
    6%	2%
CC[C@@H]1CC2=C(C(=O)OC(C)(C)O2)[C@@H](CC)O1
    9%	1%
O=C(Nc1cccc(Cl)c1)OCCOCCOC(=O)Nc1cccc(Cl)c1
    5%	2%
Cc1ccc2nc(N3CCN(C(=O)c4ccccc4F)CC3)c(C#N)cc2c1
    22%	-4%
Cc1ccc(S(=O)(=O)N2CCOCC2)cc1C(=O)OCC(=O)NC1CCCC1
    -10%	0%
Cc1ccc(NC(=O)Nc2nnc([C@@H]3C[C@H](O)[C@@H](CO)O3)s2)cc1
    1%	-4%
CC(C)(C)Cc1c(-c2ccc(F)cc2)nc2ccc(Cl)cn12
    16%	-6%
O=C(NCCc1nc(-c2ccccc2)no1)c1ccco1
    3%	12%
CCC/C(=N/NC(=O)c1nnn(-c2nonc2N)c1CN1CCCCC1)c1ccccc1
    105%[activator]	-2%
CN(CC(=O)N1CCN(Cc2ccccc2)CC1)C(=O)Cc1ccc(Cl)c(Cl)c1
    -4%	-3%
CCCCn1c2c(cc(C(=O)OC)c1=O)C(=O)CCC2
    0%	0%
c1ccc(CSc2nnc(NC3CCCCC3)s2)cc1
    3%	-2%
CCOC(=O)C1=CN(Cc2cccc(F)c2)S(=O)(=O)NC1c1ccccc1 (stereo not given)
    -7%	-1%
CCOC(=O)[C@]12CCC=C1N(Cc1ccc3c(c1)OCO3)C(=O)[C@H](CC(=O)NCCc1ccccc1OC)C2
    -14%	-13%
Clc1ccc(-c2nc3c4ccccc4ccn3c2CC2CCCCC2)cc1
    5%	6%
CC1Cc2ccccc2N1C(=O)CSc1nc2c(c(=O)n(C)c(=O)n2C)n1Cc1ccc(F)cc1 (stereo not given)
    0%	-4%
CN1CCN(c2cc(CNC[C@H]3O[C@@H](n4cnc5c(=O)[nH]c(N)nc54)[C@H](O)[C@@H]3O)ccc2F)CC1
    4%	2%
Cc1cc(C)n2c(Nc3ccc4c(c3)OCCO4)c(CCc3ccccc3)nc2n1
    ?	1%
CCCc1c(C(=O)N/N=C(\C)c2ccc(CC(C)C)cc2)nnn1-c1nonc1N
    6%	-7%
CC(OC(=O)c1ccc(NC(N)=O)cc1)C(=O)Nc1ccc2c(c1)OCCO2 (stereo not given)
    1%	1%
CCOC(=O)[C@]12Cc3ccccc3[C@H]1N(C(C)C)C(=O)c1cc(OC)ccc12
    6%	-22%
CC(=O)c1ccc(OCC(=O)Nc2ccc3c(c2)OCO3)cc1
    -4%	4%
COc1ccc2oc3c(ccc[n+]3C)c(=O)c2c1
    -10%	?
COc1ccc(CNC(=O)C2CCN(S(=O)(=O)N3CCC(C)CC3)CC2)c(OC)c1
    -3%	-7%&1%
CSc1ncnc2c1ncn2CCCNCc1ccc(C)o1
    4%	1%
O=C1CC/C=C\C[C@@H](CC(=O)N(CCO)Cc2ccccc2)C(=O)NCCO1
    12%	-3%
CC(=O)N1CC(C(=O)Nc2ccc3c(c2)OCO3)Oc2ccccc21 (stereo not given)
    0%	-11%
N#CC(=C(O)COC(=O)CCC1CCCCC1)c1nc2ccccc2[nH]1
    58%[activator]	2%
Cc1ccc(S(=O)(=O)c2nc(-c3ccccc3Cl)oc2N(C)C2CCN(C)CC2)cc1
    -4%	6%
O=C(c1ccc(F)cc1)C1CCN(C(=O)c2ccc(Cl)cc2)CC1
    0%	-6%
O=C(CCCCCCCC(=O)N1CCCCCC1)N1CCCCCC1
    4%	-6%
CC(C)NC(=O)C1(C)CCN1C/C=C/c1ccccc1 (stereo not given)
    15%	-2%
O=C(CSc1nc2nn(-c3ccccc3)c(=O)c-2c2n1CCCCC2)c1ccc(OC(F)F)cc1
    -13%	1%
CCc1nc2ccc(C(=O)NCc3ccc4c(c3)OCO4)cn2c1N(CC)Cc1cccc(Br)c1
    9%	-2%
C=CC[C@@H](CC(=O)N[C@@H](CO)Cc1ccccc1)C(=O)N[C@H](COC(=O)[C@@H](CC=C)CC(=O)OC(C)(C)C)Cc1c[nH]c2ccccc12
    -13%	-9%
COCCNC(=O)C1(C)CCN(Cc2cccc(Oc3ccccc3)c2)C1 (stereo not given)
    -2%	0%
C1CCC(NC2=NCCO2)CC1
    2%	2%
COc1cc(NS(=O)(=O)c2cc(C(=O)NCCc3ccccn3)ccc2OC)cc(OC)c1
    14%	3%
Cc1cc(NC(=O)COC(=O)CCn2c(C)csc2=O)c([N+](=O)[O-])cc1C
    -18%	5%
Cc1cc2c(c(=O)o1)C1(C)CC(C)(O2)c2c(cc(C)oc2=O)O1
    8%	0%

Continued:
Results follow in this order: AMA1-RON2 inh	TbPYK inhibitor
COc1ccc(-c2ccc(C(=O)NCc3cccs3)c3occc23)c(C)c1
    10%	1%
COC(=O)[C@]12C(=O)NC[C@H](CN1c1ccc(Cl)c(C)c1)N2C
    16%	4%
COC(C[C@H]1O[C@@H]1C(=O)[C@H](C)OCc1ccccc1)OC
    14%	-4%
CC(=O)Nc1ccc2c(c1)Cc1cc(N3C(=O)C=CC3=O)ccc1-2
    -10%	?
COc1ccccc1NC(=O)c1cc(C(=O)Nc2ccccc2OC)n(C)n1
    -5%	-6%
CCOC(=O)[C@H]1[C@H]2COc3ccccc3[C@@H]2N2C(=O)CN(CC3CCCO3)C(=O)[C@@]12C (stereo not given in full)
    3%	0%
C[C@H](CO)N1C[C@H](C)[C@@H](CN(C)C(=O)Nc2ccc(C(F)(F)F)cc2)Oc2ccc(NC(=O)Nc3ccc(C(F)(F)F)cc3)cc2C1=O
    -3%	-8%
Cn1c(N2CCOCC2)nc2c1c(=O)n(Cc1ccc(Cl)cc1)c(=O)n2C
    -22%	8%
C[C@H](CO)N1C[C@H](C)[C@@H](CN(C)C(=O)c2cnccn2)Oc2cc(C#CCC3CCCC3)ccc2S1(=O)=O
    -22%	-8%
O=[N+]([O-])c1ccc(O)c(C=NNc2ccc(S(=O)(=O)O)cc2)c1
    10%	0%
O=C(CCC(=O)N1CCN(c2ccccc2F)CC1)c1ccc(Cl)s1
    5%	2%
Cc1ccc(C(=O)Nc2ccncc2)cc1S(=O)(=O)N1CCCCC1
    129%[activator]	-3%
OC(COc1ccc(Cl)cc1)CN1CCN(c2ccccn2)CC1 (stereo not given)
    -1%	2%
Cc1ccc(NC(=O)COC(=O)c2cccnc2Cl)cc1S(=O)(=O)N1CCOCC1
    10%	9%
O=C(c1cc(-c2ccccc2)nn1CC1CC(c2cccnc2)=NO1)N1CCOCC1 (stereo not given)
    -11%	4%
CN1CCN(C(=O)c2cc3c(c(-c4cccc(Br)c4)n2)[C@@H](CCO)N(S(=O)C(C)(C)C)C3)CC1 (stereo not given in full)
    24%	9%
Cc1ccc(NC(=O)COC(=O)CCc2c(C)nc3ncnn3c2C)cc1C
    -5%	6%
Cc1ccc(S(=O)(=O)SC/C=C/CSS(=O)(=O)c2ccc(C)cc2)cc1
    22%	?
COCC(=O)Nc1ccc2c(c1)[C@@H]1C[C@H](CC(=O)NCc3ccccc3)O[C@@H](CO)[C@@H]1O2
    -6%	2%
COC(C)c1oc2c(C)c3oc(=O)cc(C)c3cc2c1C (stereo not given)
    8%	2%
COc1cc(/C=C/C(=O)OCC(=O)Nc2ccc3c(c2)OCO3)ccc1O
    11%	-3%
CCOC(=O)[C@]12CCCC=C1N(Cc1cccc3ccccc13)C(=O)[C@H](CC(=O)NCC1CCCCC1)C2
    0%	1%
CCOC(=O)C1=CCN(S(=O)(=O)c2ccccc2C)C1c1ccc(F)cc1 (stereo not given)
    20%	0%
COc1ccc(NC(C)=O)cc1NC(=O)c1c(C)noc1C
    -6%	-13%
COc1ccc(-c2cnc(C(O)c3ccc(CN4CCCCC4)cc3)[nH]2)cc1 (stereo not given)
    7%	-3%
CC(C)C[C@@H](CNCC(=O)[C@H](Cc1c[nH]c2ccccc12)NC(=O)c1[nH]cnc1C(=O)N[C@@H](C)CN)NC(=O)c1nc[nH]c1C(=O)N[C@@H](Cc1ccccc1)C(=O)O
    62%[activator]	2%
CCOc1ccc(CCN2C(=S)N([C@@H](CC(C)C)CN3CCCC3CN3C(=S)NC[C@@H]3CC(C)C)C[C@@H]2Cc2ccc(O)cc2)cc1 (stereo not given in full)
    14%	-4%
Nc1ncnc2c1ncn2[C@@H]1O[C@H](CNCc2cn(CC(=O)NC3CC3)c3ccccc23)[C@@H](O)[C@H]1O
    -2%	-3%
COc1ccccc1-c1csc(C(O)(c2ccccc2)C(F)(F)F)n1 (stereo not given)
    12%	1%
O=C(CCCCn1ccc(=O)[nH]c1=O)Nc1ccc(O)c(C(=O)O)c1
    -2%	-3%

3 of the compounds above, bar-delimited.
Structure | AMA1-RON2 inh | TbPYK inhibitor
CCOc1ccc(CCN2C(=S)N([C@@H](CC(C)C)CN3CCCC3CN3C(=S)NC[C@@H]3CC(C)C)C[C@@H]2Cc2ccc(O)cc2)cc1 (stereo not given in full) | 14% | -4%
Nc1ncnc2c1ncn2[C@@H]1O[C@H](CNCc2cn(CC(=O)NC3CC3)c3ccccc23)[C@@H](O)[C@H]1O | -2% | -3%
COc1ccccc1-c1csc(C(O)(c2ccccc2)C(F)(F)F)n1 (stereo not given) | 12% | 1%

The results go on:
Results follow in this order: AMA1-RON2 inh	TbPYK inhibitor
COc1cc(/C=C/C(=O)OCC(=O)Nc2ccc3[nH]c(=O)[nH]c3c2)ccc1OC(F)F
    -12%	3%
COC(=O)[C@]12CCCCC=C1N(Cc1ccccc1)C(=O)[C@H](CC(=O)NCc1ccccc1)C2
    19%	3%
OCCCn1c(C2CCCN2c2nc(-c3ccc(F)cc3)cs2)nc2cc(Cl)c(N3CCCCC3)cc21 (stereo not given)
    41%[activator]	1%
OC[C@@H]1CN(Cc2ccccc2)C[C@H](n2cnc3c(NC4CC4)ncnc32)O1
    13%	0%
NC(c1csc(Nc2ccc(C(=O)NCCCO)cn2)n1)C1CCCCC1 (stereo not given)
    140%[activator]	1%
CC(=O)C[C@H](O)CC(=O)[C@H]1OC(=O)[C@@H](C)CCCCc2ccccc21
    4%	3%
CC(C)=CCC[C@H](C)C[C@@H]1CC2=C(C(=O)OC(C)(C)O2)[C@H](c2ccc(Cl)cc2)O1
    -5%	0%

3 compounds out of the list, arranged by length of the SMILES, ascending:
Results follow in this order: AMA1-RON2 inh	TbPYK inhibitor
NC(c1csc(Nc2ccc(C(=O)NCCCO)cn2)n1)C1CCCCC1 (stereo not given)
    140%[activator]	1%
COc1cc(/C=C/C(=O)OCC(=O)Nc2ccc3[nH]c(=O)[nH]c3c2)ccc1OC(F)F
    -12%	3%
CC(C)=CCC[C@H](C)C[C@@H]1CC2=C(C(=O)OC(C)(C)O2)[C@H](c2ccc(Cl)cc2)O1
    -5%	0%

High-throughput results (PubChem BioAssay)

This is a subset, so the mix of outcomes need not match the whole.
